Assay outcomes deposited in PubChem BioAssay by several laboratories.
PfHsp40 rescue = compounds rescuing yeast from Plasmodium falciparum HSP40 toxicity. growth rescue, % at 12.5 µM. actives 0.68% (n = 340,000). S. cerevisiae expressing PfHsp40, growth rescue, ATP luminescence; in the data active means growth rescue above about 28%, passing the limit was not always enough; inconclusive means no clear call, values can overlap the other calls;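 further: yeast W303a lacking pdr1 and pdr3 grown in galactose medium; growth measured after three days at 30 °C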
FBA Mtb inh = inhibitors of M. tuberculosis fructose-bisphosphate aldolase. P9WQA3. actives 2.3% (n = 360,000). purified M. tuberculosis FBA, fluorescence read-out. inhibition, % at 1 µM; in the data active means inhibition above about 27%;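 further: 0% = vehicle and 100% = reference inhibitor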
Target sequence (P9WQA3 whole entry, looked up): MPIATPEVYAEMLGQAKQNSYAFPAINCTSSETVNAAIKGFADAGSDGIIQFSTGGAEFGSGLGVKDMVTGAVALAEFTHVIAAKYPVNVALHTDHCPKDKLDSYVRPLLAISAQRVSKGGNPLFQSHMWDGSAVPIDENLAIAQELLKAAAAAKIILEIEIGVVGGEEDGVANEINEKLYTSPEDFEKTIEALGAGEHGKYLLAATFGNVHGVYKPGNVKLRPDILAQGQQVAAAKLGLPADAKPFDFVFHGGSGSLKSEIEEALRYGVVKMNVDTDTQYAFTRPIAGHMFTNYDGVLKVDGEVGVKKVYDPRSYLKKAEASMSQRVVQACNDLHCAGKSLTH
GDH-TPI counter = inhibits GDH-TPI coupling enzymes, artifact for Mtb FBA screen; GDH-TPI coupled enzyme counterscreen, NADH absorbance; inhibition, % at 4.8 µM; actives 1.2% (n = 360,000); AID 588335; in the data active means inhibition above about 30%;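 further: 0% = DMSO wells and 100% = wells lacking the enzyme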
BoNT A protease = blocks Botulinum neurotoxin A light chain protease; multiplex microsphere protease substrate cleavage, flow cytometry; actives 0.17% (n = 360,000); inhibition, % at 10 µM; AID 588499; further: plate controls were buffer without enzyme for full effect and enzyme alone for no effect
BoNT F protease = BoNT F light chain protease inhibition; Multiplex microsphere protease cleavage assay, flow cytometry; inhibition, % at 10 µM; actives 0.22% (n = 360,000); AID 588497; in the data active means inhibition above about 35%, passing the limit was not always enough; inconclusive means no clear call, values can overlap the other calls; further: plate controls were buffer without enzyme for full effect and enzyme alone for no effect
UGM FP inh = inhibitors of M. tuberculosis UDP-galactopyranose mutase; P9WIQ1; purified UGM, fluorescence polarization probe displacement; inhibition, % at 10 µM; actives 0.06% (n = 320,000); in the data active means inhibition above about 10%, passing the limit was not always enough; inconclusive means no clear call, values can overlap the other calls
Target sequence (P9WIQ1 whole entry, looked up): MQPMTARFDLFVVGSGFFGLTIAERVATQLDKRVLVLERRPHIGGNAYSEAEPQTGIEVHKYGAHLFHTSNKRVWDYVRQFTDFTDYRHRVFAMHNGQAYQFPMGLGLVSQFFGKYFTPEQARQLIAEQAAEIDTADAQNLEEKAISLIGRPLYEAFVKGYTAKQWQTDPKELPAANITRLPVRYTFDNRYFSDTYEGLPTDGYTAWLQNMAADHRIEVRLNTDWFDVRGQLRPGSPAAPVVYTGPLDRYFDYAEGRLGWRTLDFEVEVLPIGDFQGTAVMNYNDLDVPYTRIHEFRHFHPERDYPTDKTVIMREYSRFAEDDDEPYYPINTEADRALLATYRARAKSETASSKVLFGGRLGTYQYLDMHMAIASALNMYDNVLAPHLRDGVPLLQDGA
FadD28 binding = blocks FadD28 binding to the bisubstrate probe; inhibition, % at 12.5 µM; fluorescence polarization; AID 588549; actives 0.22% (n = 360,000); in the data active means inhibition above about 8.5%, passing the limit was not always enough; inconclusive means no clear call, values can overlap the other calls
Anthrax LF inh2 = inhibitors of Bacillus anthracis lethal factor protease; multiplex microsphere protease cleavage assay, LF; inhibition, % at 10 µM; actives 0.12% (n = 360,000); further: plate controls were buffer without enzyme for full effect and enzyme alone for no effect
BioA inh = inhibitors of Mycobacterium tuberculosis BioA enzyme; purified M. tuberculosis BioA enzyme, plate reader; inhibition, % at 9.99 µM; actives 0.096% (n = 360,000); AID 602481; in the data active means inhibition above about 40%; inconclusive means no clear call, values can overlap the other calls
The depositor's hits bear a star; ? = inconclusive; / = no result given. Unless noted, no stated cut-off is given here; in the data, active means inhibition above about 30%; inconclusive means no clear call, values can overlap the other calls; inactive means below that.

Values in the order: PfHsp40 rescue | FBA Mtb inh | GDH-TPI counter | BoNT A protease | BoNT F protease | UGM FP inh | FadD28 binding | Anthrax LF inh2 | BioA inh
CC1Sc2ccc(Cl)cc2-c2nc(N)ncc21 (configuration not stated)
    6.0 | -8 | 10 | 0.9 | -2 | -0.5 | -6.5 | -1 | /
COc1cc(/C=C/c2ccc3cccc(O)c3n2)ccc1O
    11 | -5 | 18 | -1.2 | -52 | -1.2 | -3.7 | -6 | 1.0
CCOC(=O)c1c(C)[nH]c(C(=O)Cn2c(=O)c3c(ncn3CC)n(Cc3ccccc3)c2=O)c1C
    -0.3 | -1 | 1 | -0.1 | -18 | -1.7 | -2.7 | 2 | 0.8
CCn1cc(C(=O)NCCC(C)C)c(=O)c2cc(S(=O)(=O)N3CCCCC3)ccc21
    3.4 | 5 | 6 | -2.9 | 0 | -0.1 | 1.3 | -1 | -0.9
Cc1ccc(C(=O)Nc2ccc(Oc3cccc(C(F)(F)F)c3)nc2)cc1
    0.2 | 1 | 7 | 0.1 | -13 | 0.9 | -1.9 | 0 | -2.2
CCO/C(C)=C1\C(=O)Nc2ccccc21
    0.6 | 0 | 7 | 0.3 | -3 | -0.4 | -0.1 | 1 | 0.7
CCN(CC)c1ccc(/C=N/NC(=O)c2ccccn2)cc1
    -1.1 | -1 | 18 | -0.1 | 0 | 1.2 | -3.8 | ? | 0.4
O=C(Nc1ccccc1C(=O)NCC1CCCO1)c1ccc(Cl)cc1Cl (configuration not stated)
    1.3 | 0 | -5 | -0.4 | -7 | -1.5 | -4.6 | -2 | -2.3
COc1cc2c(cc1OC)C(c1ccc(-c3ccc(Cl)c(Cl)c3)o1)=NCC2
    1.3 | 2 | 14 | 2.5 | -7 | 0.3 | -28 | 3 | /
CCOc1ccc(CCNC(=O)C2CCN(S(=O)(=O)N3CCCCC3)CC2)cc1OCC
    2.0 | 0 | 0 | -0.2 | -2 | / | -1.9 | 0 | /
Cc1ccc(NC(=O)C(OC(=O)c2ccccc2Cl)c2ccccc2)cc1Cl (configuration not stated)
    1.3 | -6 | 1 | -0.1 | -3 | / | -4.5 | -1 | -0.6
CCCCNC(=S)NNC(=O)c1csc(C)c1C
    6.8 | 2 | -5 | 0.3 | 1 | 1.1 | 1.8 | -2 | /
CCc1c(-c2ccccc2)nc2nc(C)c(C)nn12
    -2.1 | 6 | 1 | 0.7 | 10 | 0.4 | -1.9 | -6 | 0.4
O=C1C=C(NCCc2ccccc2)C2(CCCCC2)O1
    -0.8 | 1 | 5 | -2.6 | -14 | -1.0 | -1.9 | -4 | /
Cc1ccc(CNC(=O)CC2(CC3=NS(=O)(=O)c4ccccc4N3)CCCC2)cc1
    0.9 | -1 | 3 | -0.5 | -9 | -0.4 | -5.3 | -7 | -0.9
CCOC(=O)NC1=NCC(C)(C)S1
    -0.2 | 0 | -9 | -0.3 | -2 | / | -0.1 | -6 | /
CCCNC(=O)CSc1ccc(S(=O)(=O)N(C)C2CCCCC2)cn1
    / | 0 | 0 | -0.5 | -5 | / | -1.3 | -4 | 0.4
CCOc1ccc(NS(=O)(=O)c2ccc(Cl)c(N=Nc3c(O)[nH]c(=S)[nH]c3=O)c2)cc1Br
    / | -7 | 19 | -0.5 | -4 | / | 15* | -4 | 1.5
CCCCN(C(=O)c1cccc(-n2cccc2)c1)c1c(N)n(CCCC)c(=O)[nH]c1=O
    -0.5 | -3 | 2 | / | / | 2.9 | -4.0 | / | -1.0
CCCOc1ccc(C2=CSC3=NCCN23)cc1Cl
    1.1 | -1 | 2 | -2.4 | -39 | -0.4 | -3.8 | 0 | 8.1
COC(=O)c1cccc(S(=O)(=O)N2CCN(c3nc4ccccc4s3)CC2)c1
    -0.2 | 3 | 9 | ? | 3 | -1.6 | -3.7 | -4 | -1.2
COc1ccccc1CNC(=O)c1ccccc1C(=O)NC(CC(C)C)C(=O)NCc1ccccc1OC (configuration not stated)
    0.5 | -7 | -5 | 2.0 | 4 | -1.4 | -3.5 | -4 | -2.7
CCO[C@H]1OC(C(=O)N2CCOCC2)=C[C@@H](c2ccc(Br)cc2)[C@@H]1CCCO
    -0.1 | -1 | 0 | 0.5 | 2 | -0.9 | -3.2 | -5 | 0.6
Cc1cn(C2CCCCC2)c(=O)n(-c2ccccc2)c1=O
    1.5 | 37* | 1 | -0.1 | -2 | / | -1.6 | -6 | /
Cc1ccc2nc(-c3ccccc3)oc(=O)c2c1
    -1.9 | -1 | 16 | -2.2 | -8 | 0.2 | -0.9 | 3 | -0.2
O=C(Nc1ccn(CCCN2CCC(N3CCOCC3)CC2)c(=O)n1)OCc1ccccc1
    / | -4 | 0 | -0.1 | 0 | / | -4.8 | -4 | -1.5
CN(CC(=O)Nc1cccc(F)c1)C(=O)c1ccc(-c2cccc(C(F)(F)F)c2)o1
    1.0 | 0 | 2 | / | / | / | -0.4 | / | -1.9
Cc1ccc(-n2ncc3c(SCc4ccccc4)ncnc32)cc1
    1.1 | 3 | 9 | -0.4 | -8 | -2.3 | -1.7 | -1 | /
CCOC(=O)c1c(S(=O)(=O)NCC(=O)N2CCN(c3cccc(OC)c3)CC2)c(C)n(C)c1C
    0.0 | -2 | -4 | -0.7 | 1 | 1.1 | -2.3 | 6 | 0.6
COc1ccc2cc(S(=O)(=O)N3CCCCC3)ccc2c1S(=O)(=O)N1CCCCC1
    -0.1 | 3 | -1 | -0.9 | -7 | -1.3 | -4.7 | 1 | -1.0
COc1ccc(CC2(CO)CCN(Cc3cnn(-c4ccc(F)cc4)c3)CC2)cc1
    0.1 | -2 | -14 | 0.2 | 3 | -2.7 | -3.3 | 4 | -0.6
CC1CCCC(NC(=O)C2CCN(S(=O)(=O)c3cnc[nH]3)CC2)C1C (configuration not stated)
    -0.8 | -2 | 14 | -1.2 | -4 | -1.7 | -3.9 | -3 | -0.4
O=C(CNC(=O)c1ccccc1F)NCCc1ccccc1F
    -0.7 | 1 | -2 | -2.6 | 0 | -1.0 | -0.4 | -4 | -0.8
Nc1nc(NCCO)nc(NCc2ccccc2)c1[N+](=O)[O-]
    0.0 | 0 | 25 | 1.6 | 22 | 2.3 | -2.3 | 22 | -0.7
CCOC(OCC)P(=O)(C(C)C)C(C)C
    -1.1 | 2 | -6 | -0.5 | ? | -2.8 | -3.8 | -1 | -0.5
CC(OC(=O)/C=C/c1cccc(Cl)c1)C(=O)NC1CCCCC1C (configuration not stated)
    1.2 | 1 | 4 | -6.0 | -5 | 0.9 | -1.2 | -4 | -0.9
Cc1ccc(Oc2ccc(S(=O)(=O)NCC(C)(C)N3CCOCC3)cc2)cc1
    -0.4 | 3 | 4 | 0.7 | 1 | 0.8 | -1.1 | -1 | 6.5
CCn1nnnc1NCc1ccc(N2CCCC2)cc1
    -0.3 | -2 | -3 | 3.0 | -79 | -0.1 | -3.4 | -14 | 0.2
CCOC(=O)CC(NC(=O)Cn1nnc(-c2ccccc2F)n1)c1ccccc1Cl (configuration not stated)
    0.7 | 1 | 5 | 0.3 | 0 | 0.6 | -0.3 | 0 | /
CCOC(=O)C1CCCN(C(=O)N2CCOCC2)C1 (configuration not stated)
    0.1 | 1 | 1 | ? | -1 | -1.1 | -3.0 | -2 | -1.6
Cc1ccccc1N1C(S)=C(C#N)C(=O)NC12CCCCC2
    3.4 | -2 | -3 | 0.7 | 2 | / | -1.2 | -2 | 0.0
CCOC(=O)N1CCN(C(=O)CSc2nc(-c3cccc(C)c3)ns2)CC1
    1.9 | 0 | 1 | 0.8 | -4 | -1.0 | -1.5 | 7 | 0.8
CC(C)Cn1c(Br)nc2c1c(=O)n(CCC#N)c(=O)n2C
    -0.6 | 0 | 4 | 0.3 | -16 | 1.1 | 0.2 | -4 | -1.4
Cc1ccc(NC(=O)CC2SC3=NCCN3C2=O)cc1 (configuration not stated)
    -0.7 | -1 | -2 | 1.9 | 0 | -6.1 | -4.0 | 0 | 0.8
Cc1ccc(-c2sc(-c3cccnc3)nc2CC(=O)O)cc1
    -1.2 | 11 | 4 | 0.3 | -1 | 0.0 | -4.5 | 3 | /
CCCn1c(N)c(C(=O)COC(=O)c2c(C)noc2C)c(=O)n(C)c1=O
    0.0 | 1 | -4 | 0.5 | 18 | 3.9 | -2.0 | 2 | -1.4
COc1ccc([C@@H](O)[C@@H](N)c2ccccc2)cc1
    / | 3 | 4 | 0.4 | ? | -0.9 | -2.3 | 38* | -2.1
O=C(CC(c1ccccc1)c1ccccc1)Nc1nn[nH]n1
    -1.2 | 2 | 1 | -0.8 | 3 | -0.1 | 0.0 | 2 | /
CCOc1ccc(CSC(=N)N)cc1
    0.4 | 4 | 3 | -0.5 | -3 | 1.1 | -0.9 | -2 | /
Cc1ccc(S(=O)(=O)N2C[C@H]3n4c(=O)ccc(=O)n4C[C@H](OC(=O)NCc4ccccc4)[C@@]3(O)C2)cc1
    / | 0 | 4 | -0.3 | -3 | / | -5.2 | -2 | -1.6
COc1ccc(NC(=O)Cn2nnc(C(=O)NCc3ccccc3OC)c2N)cc1Cl
    -1.5 | 2 | 0 | 4.1 | -10 | -1.1 | -2.9 | 7 | 0.4
CCCCNC(=O)C1CC(c2cccc([N+](=O)[O-])c2)=NO1 (configuration not stated)
    -0.9 | 2 | 4 | 0.5 | -3 | 1.0 | 0.1 | -2 | -0.8
C=CCNC(=S)/C(=C(\[O-])c1ccc(Cl)cc1)[n+]1ccccc1
    0.1 | 1 | 2 | / | / | -0.9 | -1.4 | / | -1.9
COCc1cc(C)nc2sc(C(=O)N3CCCC3)c(N)c12
    -1.0 | 1 | -10 | 0.2 | 3 | -0.1 | -3.4 | 1 | /
Cc1ccc(F)c(S(=O)(=O)NC(=O)C2(C)CCN2C(=O)c2cccc3ccccc23)c1 (configuration not stated)
    / | -1 | -1 | -0.3 | -3 | / | -2.3 | -2 | 0.2
Cc1ccc(CNC(=O)C2CC(c3cccc(F)c3)=NO2)cc1 (configuration not stated)
    2.0 | -1 | 7 | -0.2 | 5 | 1.9 | -4.6 | -11 | -3.1
CCc1sc(C(=O)N2CCc3cc(OC)c(OC)cc3C2CC(=O)O)cc1C (configuration not stated)
    0.9 | 0 | 3 | 3.1 | 3 | -0.8 | / | 0 | 8.6
Cc1cc(C)c2[nH]c(O)c(N=Nc3ccc(C(=O)O)cc3)c2c1
    -1.7 | -2 | 6 | -0.2 | 4 | -1.8 | -1.2 | -3 | -1.2
S=c1nc[nH]c2c1ncn2-c1ccccc1
    0.6 | -1 | 7 | -0.1 | 1 | / | -3.0 | -2 | 0.0
Cc1cc(C)c2c(=O)n(CC(=O)N3CCC(N4CCCCC4)CC3)sc2n1
    -0.7 | 4 | 14 | 0.6 | -9 | 3.3 | 0.7 | -7 | -0.5

(cont.)
Values in the order: PfHsp40 rescue | FBA Mtb inh | GDH-TPI counter | BoNT A protease | BoNT F protease | UGM FP inh | FadD28 binding | Anthrax LF inh2 | BioA inh
COc1ccc2c(c1)C1=NN(/C(C)=C\C(C)=O)C(c3ccccc3)C1CC2 (configuration not stated)
    -0.9 | 3 | 6 | 3.0 | -4 | -0.1 | 0.3 | 6 | -1.6
Cc1cc(NC(=O)COC(=O)[C@H](C)NC(=O)c2ccccc2)no1
    0.0 | 0 | -4 | -0.7 | -2 | 0.1 | -1.6 | -1 | -0.6
O=C(N/N=C/C(Br)=C/c1ccccc1)c1ccc([N+](=O)[O-])cc1
    0.9 | 0 | 10 | 2.1 | 3 | -1.8 | -0.3 | 1 | -3.8
CCN(CC)S(=O)(=O)c1ccc(C)c(NC(=O)CSc2nc3ccccc3[nH]2)c1
    -0.4 | 3 | -1 | -0.6 | -4 | 0.0 | -2.5 | -2 | -0.2
